NR1D1 modulator = Rev-erb alpha (human) modulation; P20393; Rev-erbα–FITC-DNA binding, fluorescence polarization, 90 min; activity, % at 10 µM; 370,000 compounds, 0.79% hits; AID 1259318;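 active = activity above about 14%, limit read from the data; passing the limit was not always enough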;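 also: 0% = DMSO wells with 35 nM protein and 100% = DMSO wells with 750 nM protein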
DAX1 inh-1 = inhibits human nuclear receptor DAX1; AID 504766; P51843; 340,000 compounds, 0.99% hits; HEK293 Gal4-DAX1 luciferase reporter, luminescence; inhibition, % at 6.75 µM;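 active = inhibition above the mean over all tested compounds plus 3 SD, cut at about 4.2% in these data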;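 also: 0% = DAX1-transfected cells with DMSO and 100% = empty-vector control cells with DMSO; inhibition shows as a rise in luminescence from relieved DAX1 repression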
Target sequence (P51843 207-470 limits assumed): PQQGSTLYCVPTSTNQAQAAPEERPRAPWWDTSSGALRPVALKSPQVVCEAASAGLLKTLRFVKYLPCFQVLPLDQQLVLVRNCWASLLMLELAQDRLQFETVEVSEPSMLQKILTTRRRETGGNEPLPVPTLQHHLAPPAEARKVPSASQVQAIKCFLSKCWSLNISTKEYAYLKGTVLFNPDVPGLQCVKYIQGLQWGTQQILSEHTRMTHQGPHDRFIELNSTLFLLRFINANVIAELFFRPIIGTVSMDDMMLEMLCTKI
PLC-beta3 inh = PLC-beta3 (human) inhibition, primary screen; Q01970; Purified PLC-beta3, fluorogenic substrate, fluorescence; inhibition, % at 12.2 µM; 370,000 compounds, 0.18% hits; AID 720704; in the data active = inhibition above about 11%;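 also: 0% = median of compound wells on plate and 100% = full blocker control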
hgDAF-12 ag = agonists of H. glycines DAF-12 nuclear receptor. HEK293 GAL4-hgDAF12 UAS-luciferase reporter, agonist luminescence; normalized to butyrate control. activation, % at 6.8 µM. 370,000 compounds, 1.8% hits. AID 687014;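 active = activation above a cutoff set at the mean of all screened compounds plus 3 SD, cut at about 10% in these data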;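 also: 0% = DMSO wells and 100% = sodium butyrate wells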
HGIII-sPLA2 inh = Inhibits HGIII-sPLA2 liposome hydrolysis, primary screen. Q9NZ20. QFRET BODIPY PC-A2 liposome hydrolysis, fluorescence. inhibition, % at 12.2 µM. 370,000 compounds, 0.56% hits;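 active = inhibition above mean plus 3 SD of compounds lying within the high and low control bounds, cut at about 19% in these data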;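 also: 0% = median of test compound wells and 100% = no enzyme DMSO wells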
Target sequence (Q9NZ20 whole entry, looked up): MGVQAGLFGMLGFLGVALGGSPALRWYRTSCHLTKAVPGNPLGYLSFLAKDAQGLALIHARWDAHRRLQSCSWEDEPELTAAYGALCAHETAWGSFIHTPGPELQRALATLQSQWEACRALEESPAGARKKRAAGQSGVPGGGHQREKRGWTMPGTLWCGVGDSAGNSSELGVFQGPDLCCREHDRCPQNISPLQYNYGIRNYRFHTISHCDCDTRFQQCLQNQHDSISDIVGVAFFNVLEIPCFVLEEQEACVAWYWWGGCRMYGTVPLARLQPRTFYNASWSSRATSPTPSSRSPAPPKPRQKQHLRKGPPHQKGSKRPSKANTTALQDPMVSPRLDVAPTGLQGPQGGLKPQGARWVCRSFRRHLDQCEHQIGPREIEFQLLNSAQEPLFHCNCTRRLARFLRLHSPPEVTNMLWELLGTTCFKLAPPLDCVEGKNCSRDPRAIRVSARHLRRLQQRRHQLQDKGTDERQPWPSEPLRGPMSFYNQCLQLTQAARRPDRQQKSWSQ
FXN GAA850 act = frataxin GAA850 promoter activation; activation, % at 6 µM; HEK293 lucGAA850 FXN promoter luciferase reporter, 24 h; percent of 10 µM SAHA response; 360,000 compounds, 0.56% hits;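 active = activation above the average of all compounds screened plus 3 SD, cutoff fixed separately per campaign, cut at about 7.5% in these data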;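 also: 0% = DMSO wells and 100% = 10 µM SAHA wells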
SMARCA2 activ = SMARCA2 function activation, primary screen; MG213 cells, MMTV-luciferase reporter, dexamethasone, overnight; activation, % at 9.1 µM; 370,000 compounds, 1% hits; in the data active = activation above about 7.8%;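 also: 0% = vehicle wells and 100% = reference activator wells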
ssDAF-12 act = activates DAF-12 receptor from parasite S. stercoralis. HEK293 ssDAF-12/GRIP1 lit1-tk-luc reporter, luminescence; % of 3 µM dafachronic acid response. activation, % at 6.8 µM. 370,000 compounds, 1% hits. AID 652126;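 active = activation above the mean over all tested compounds plus 3 SD, cut at about 0.9% in these data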;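 also: 0% = DMSO-only wells and 100% = 3 µM delta7-dafachronic acid wells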
PG9 Ab binder = small molecules binding HIV-1 gp120 antibody PG9; TR-FRET gp120-PG9 antibody binding; inhibition, % at 6.7 µM; 360,000 compounds, 0.43% hits; in the data active = inhibition above about 8.5%
DAX1 inh-2 = DAX1 (NR0B1) inhibition, primary screen; 370,000 compounds, 1.1% hits; inhibition, % at 6.8 µM; HEK293T StAR-luciferase reporter, SF-1/DAX-1 repression relief; AID 652010;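 active = inhibition above the mean over all tested compounds plus 3 SD, cut at about 3.6% in these data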;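 also: 0% = DAX-1 cells with DMSO and 100% = cells lacking DAX-1 with DMSO; higher inhibition means more luminescence from relief of DAX-1 repression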
hcDAF-12 act = activators of H. contortus DAF-12 nuclear receptor; activation, % at 6.8 µM; HEK293 hcDAF-12 lit1-tk-luc reporter, luminescence; 0% DMSO, 100% Δ7-dafachronic acid; 370,000 compounds, 1.4% hits;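 active = activation above the mean of all tested compounds plus 3 SD, cut at about 5.5% in these data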;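 also: 100% = response to 3 µM Δ7-dafachronic acid high control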
An asterisk follows results filed as active.

CC[C@@]1(C(=O)OC)N[C@H](CN(C)S(=O)(=O)c2ccc(OC(F)(F)F)cc2)[C@@H]2C(=O)N(C)C(=O)[C@@H]21 was read as NR1D1 modulator 3, DAX1 inh-1 -1.7, PLC-beta3 inh 5, hgDAF-12 ag 1.4, HGIII-sPLA2 inh 7, FXN GAA850 act -4.0, SMARCA2 activ -1, ssDAF-12 act -0.7, PG9 Ab binder 0.8, DAX1 inh-2 0.2 and hcDAF-12 act 2.4.
C=C(C)CSc1nc2c(c(=O)[nH]c(=O)n2C)n1CCC(C)C was read as NR1D1 modulator 0, DAX1 inh-1 -0.8, PLC-beta3 inh 2, hgDAF-12 ag -3.7, HGIII-sPLA2 inh 5, FXN GAA850 act 1.4, SMARCA2 activ 6, ssDAF-12 act -1.3, PG9 Ab binder -1.1, DAX1 inh-2 -0.9 and hcDAF-12 act -2.1.
For Cc1cccnc1CN1CCN(Cc2nc(C(c3ccccc3)c3ccccc3)no2)CC1 the results were NR1D1 modulator -2, DAX1 inh-1 2.5, PLC-beta3 inh -9, hgDAF-12 ag -0.9, HGIII-sPLA2 inh -9, FXN GAA850 act 2.5, SMARCA2 activ 0, ssDAF-12 act -1.4, PG9 Ab binder 1.3, DAX1 inh-2 -0.3 and hcDAF-12 act -1.2.
Screening Cc1nc(N)sc1-c1ccccc1 returned NR1D1 modulator -8, DAX1 inh-1 1.1, PLC-beta3 inh 0, hgDAF-12 ag 7.2, HGIII-sPLA2 inh 15, FXN GAA850 act 1.5, SMARCA2 activ -4, ssDAF-12 act -0.6, PG9 Ab binder 0.7, DAX1 inh-2 1.5 and hcDAF-12 act 1.8.
C[C@@H]1CN([C@H](C)CO)C(=O)CCCn2cc(nn2)CO[C@H]1CN(C)C(=O)Nc1ccc(-c2cccs2)cc1 was read as NR1D1 modulator 0, DAX1 inh-1 1.1, PLC-beta3 inh -77, hgDAF-12 ag 0.1, HGIII-sPLA2 inh 3, FXN GAA850 act -1.1, SMARCA2 activ 3, ssDAF-12 act -1.1, PG9 Ab binder -0.4, DAX1 inh-2 1.1 and hcDAF-12 act 0.6.
For COc1ccc(/C=N/OCC(=O)OCC(=O)N(C)c2ccccc2)cc1 the results were NR1D1 modulator 8, DAX1 inh-1 -0.7, PLC-beta3 inh -6, hgDAF-12 ag -0.4, HGIII-sPLA2 inh 12, FXN GAA850 act 0.8, SMARCA2 activ -3, ssDAF-12 act -0.9, PG9 Ab binder 1.5, DAX1 inh-2 0.0 and hcDAF-12 act -0.7.
O=C(COC(=O)[C@H](Cc1ccccc1)NC(=O)c1cccs1)Nc1cc(F)ccc1F was read as NR1D1 modulator 2, DAX1 inh-1 -0.1, PLC-beta3 inh 1, hgDAF-12 ag -1.6, HGIII-sPLA2 inh -4, FXN GAA850 act -1.1, SMARCA2 activ -3, ssDAF-12 act -0.8, PG9 Ab binder -0.5, DAX1 inh-2 0.3 and hcDAF-12 act -0.8.
CCOC(=O)NC(O)C(=O)c1ccc(F)cc1 (centres undefined) was read as NR1D1 modulator -1, DAX1 inh-1 -1.8, PLC-beta3 inh 1, hgDAF-12 ag -0.4, HGIII-sPLA2 inh 0, FXN GAA850 act 2.5, SMARCA2 activ 1, ssDAF-12 act -1.2, PG9 Ab binder 1.1, DAX1 inh-2 -0.1 and hcDAF-12 act 0.9.
For O=C(CSc1ncccc1C(=O)O)NCCC1=CCCCC1 the results were NR1D1 modulator 0, DAX1 inh-1 4.0, PLC-beta3 inh 1, hgDAF-12 ag 0.4, HGIII-sPLA2 inh -4, FXN GAA850 act 0.8, SMARCA2 activ -2, ssDAF-12 act -1.5, PG9 Ab binder 1.8, DAX1 inh-2 -0.9 and hcDAF-12 act -1.3.
Screening Cc1nn(-c2ccccc2)nc1CNC(=O)C(C)Cc1ccccc1 (centres undefined) returned NR1D1 modulator 0, DAX1 inh-1 0.1, PLC-beta3 inh -2, hgDAF-12 ag 0.1, HGIII-sPLA2 inh -1, FXN GAA850 act 0.6, SMARCA2 activ 1, ssDAF-12 act -0.7, PG9 Ab binder -0.7, DAX1 inh-2 0.1 and hcDAF-12 act 1.6.
Screening Cc1nn(C)cc1S(=O)(=O)NC1CCCC1 returned NR1D1 modulator -2, DAX1 inh-1 -0.5, PLC-beta3 inh -3, hgDAF-12 ag -0.6, HGIII-sPLA2 inh 2, FXN GAA850 act 1.1, SMARCA2 activ 0, ssDAF-12 act -0.9, PG9 Ab binder -0.5, DAX1 inh-2 -0.1 and hcDAF-12 act -0.8.
`Cc1ccc(NC(=O)CN2C(=O)CSc3ccc(S(=O)(=O)N4CCCCC4)cc32)cc1` gave NR1D1 modulator -2, DAX1 inh-1 -0.1, PLC-beta3 inh -7, hgDAF-12 ag 3.8, HGIII-sPLA2 inh -7, FXN GAA850 act -3.2, SMARCA2 activ -2, ssDAF-12 act -0.4, PG9 Ab binder -0.4, DAX1 inh-2 0.0 and hcDAF-12 act -1.0.
CCCCOc1ccc(C2(C)CC(=O)NC2=O)cc1 (centres undefined) was read as NR1D1 modulator 1, DAX1 inh-1 1.2, PLC-beta3 inh 3, hgDAF-12 ag 0.6, HGIII-sPLA2 inh -1, FXN GAA850 act 2.8, SMARCA2 activ 4, ssDAF-12 act -0.4, PG9 Ab binder -1.2, DAX1 inh-2 0.4 and hcDAF-12 act 0.1.
Screening Fc1ccc(-c2nnc(CSc3nnc(-c4cccs4)o3)o2)cc1 returned NR1D1 modulator 3, DAX1 inh-1 0.5, PLC-beta3 inh -7, hgDAF-12 ag 3.2, HGIII-sPLA2 inh -2, FXN GAA850 act 2.3, SMARCA2 activ 2, ssDAF-12 act -1.1, PG9 Ab binder 0.9, DAX1 inh-2 0.6 and hcDAF-12 act 0.1.
`O=C(O)c1cccc(S(=O)(=O)NCC(=O)N2CCN(c3ccccn3)CC2)c1` gave NR1D1 modulator 1, PLC-beta3 inh 3, hgDAF-12 ag 3.1, HGIII-sPLA2 inh 1, SMARCA2 activ 4, ssDAF-12 act -1.4, DAX1 inh-2 -0.2 and hcDAF-12 act 1.3.
`O=C1NC(=O)c2cc(NC(=O)C3CCCO3)ccc21` (centres undefined) gave NR1D1 modulator 3, DAX1 inh-1 -0.2, PLC-beta3 inh -252, hgDAF-12 ag 4.2, HGIII-sPLA2 inh 3, FXN GAA850 act 1.5, SMARCA2 activ 0, ssDAF-12 act -1.6, PG9 Ab binder -1.4, DAX1 inh-2 0.2 and hcDAF-12 act 1.1.
For CCc1noc(C)c1C(=O)Nc1nc2ccc(S(C)(=O)=O)cc2s1 the results were NR1D1 modulator 3, DAX1 inh-1 1.1, PLC-beta3 inh -25, hgDAF-12 ag 5.6, HGIII-sPLA2 inh -5, FXN GAA850 act 1.2, SMARCA2 activ -1, ssDAF-12 act -0.8, PG9 Ab binder -0.6, DAX1 inh-2 2.4 and hcDAF-12 act 0.6.
Screening C=CCn1cc(/C=N/N2C(=O)C3C4C=CC(C4)C3C2=O)c2ccccc21 (centres undefined) returned NR1D1 modulator -1, DAX1 inh-1 -1.6, PLC-beta3 inh -5, hgDAF-12 ag 2.6, HGIII-sPLA2 inh -1, FXN GAA850 act 1.8, SMARCA2 activ -1, ssDAF-12 act -0.1, PG9 Ab binder 0.5, DAX1 inh-2 0.3 and hcDAF-12 act 2.8.
`CC1=CC(C)(C)n2c(O)c(N=NC(N)=S)c3cc(C)cc1c32` gave NR1D1 modulator -24, DAX1 inh-1 0.0, PLC-beta3 inh 1, hgDAF-12 ag -0.8, HGIII-sPLA2 inh 16, FXN GAA850 act -0.8, SMARCA2 activ -3, ssDAF-12 act -0.5, PG9 Ab binder -1.4, DAX1 inh-2 0.0 and hcDAF-12 act -1.4.
COc1ccc(C(=O)CC(c2ccccc2)C2C(=O)CCCC2=O)cc1 (centres undefined) was read as NR1D1 modulator 4, DAX1 inh-1 -0.8, PLC-beta3 inh -4, hgDAF-12 ag -0.6, HGIII-sPLA2 inh -2, FXN GAA850 act 1.2, SMARCA2 activ -1, ssDAF-12 act -0.4, PG9 Ab binder -2.5, DAX1 inh-2 0.3 and hcDAF-12 act -0.5.
For COc1ccc(C(=O)N/N=C(\C)CC(=O)Nc2ccc(N(C)C)cc2)c(OC)c1 the results were NR1D1 modulator -1, DAX1 inh-1 4.7*, PLC-beta3 inh -3, hgDAF-12 ag 1.8, HGIII-sPLA2 inh 6, FXN GAA850 act 1.9, SMARCA2 activ 3, ssDAF-12 act -0.7, PG9 Ab binder -9.3, DAX1 inh-2 -0.3 and hcDAF-12 act -1.1.
CCN(CC)c1ccc(NC(=O)c2nc3nc(C)cc(C(F)F)n3n2)cc1 was read as NR1D1 modulator 10, DAX1 inh-1 -0.2, PLC-beta3 inh -2, hgDAF-12 ag -2.6, HGIII-sPLA2 inh 11, FXN GAA850 act 2.1, SMARCA2 activ -4, ssDAF-12 act -1.7, PG9 Ab binder -8.2, DAX1 inh-2 0.6 and hcDAF-12 act -0.6.
CC1=NN2C(=N)/C(=C\c3cc(C)n(-c4cccc(C)c4)c3C)C(=O)N=C2S1 was read as NR1D1 modulator 4, DAX1 inh-1 3.6, PLC-beta3 inh -14, hgDAF-12 ag -2.0, HGIII-sPLA2 inh 18, FXN GAA850 act 1.8, SMARCA2 activ -5, ssDAF-12 act -1.0, PG9 Ab binder 3.4, DAX1 inh-2 0.2 and hcDAF-12 act 0.0.
`N#C/C(=C\c1ccc(OCc2ccc(Cl)cc2)cc1)C(=O)Nc1cccc(C(=O)O)c1` gave NR1D1 modulator -4, DAX1 inh-1 0.6, PLC-beta3 inh -5, hgDAF-12 ag 2.4, HGIII-sPLA2 inh 1, FXN GAA850 act 0.0, SMARCA2 activ -1, ssDAF-12 act -1.2, PG9 Ab binder -0.6, DAX1 inh-2 0.3 and hcDAF-12 act -0.7.
Screening N#Cc1cccc(NC(=O)CSc2nnc(C3CC3)n2C2CC2)c1 returned NR1D1 modulator 0, DAX1 inh-1 0.5, PLC-beta3 inh -4, hgDAF-12 ag 0.9, HGIII-sPLA2 inh 3, FXN GAA850 act 1.6, SMARCA2 activ -1, ssDAF-12 act -1.1, PG9 Ab binder 1.5, DAX1 inh-2 0.7 and hcDAF-12 act -0.2.
For CCCS(=O)(=O)N1CCCC(C(=O)N2CCN(C(=O)OCC)CC2)C1 (centres undefined) the results were NR1D1 modulator 1, DAX1 inh-1 0.1, PLC-beta3 inh 2, hgDAF-12 ag -0.2, HGIII-sPLA2 inh 4, FXN GAA850 act -1.1, SMARCA2 activ -1, ssDAF-12 act -1.4, PG9 Ab binder 0.6, DAX1 inh-2 -0.1 and hcDAF-12 act -0.7.

A section from the list above, as a working copy:
`O=C1NC(=O)c2cc(NC(=O)C3CCCO3)ccc21` (centres undefined) gave NR1D1 modulator 3, DAX1 inh-1 -0.2, PLC-beta3 inh -252, hgDAF-12 ag 4.2, HGIII-sPLA2 inh 3, FXN GAA850 act 1.5, SMARCA2 activ 0, ssDAF-12 act -1.6, PG9 Ab binder -1.4, DAX1 inh-2 0.2 and hcDAF-12 act 1.1.
For CCc1noc(C)c1C(=O)Nc1nc2ccc(S(C)(=O)=O)cc2s1 the results were NR1D1 modulator 3, DAX1 inh-1 1.1, PLC-beta3 inh -25, hgDAF-12 ag 5.6, HGIII-sPLA2 inh -5, FXN GAA850 act 1.2, SMARCA2 activ -1, ssDAF-12 act -0.8, PG9 Ab binder -0.6, DAX1 inh-2 2.4 and hcDAF-12 act 0.6.
